Source: PubChem BioAssay
Lamin A splicing – qHTS Assay for Modulators of Lamin A Splicing. HeLa LMNA splicing GFP/RFP minigene ratio, 48 h. Potency, µM (highest dose often 46.1 µM), without a hit: at the highest dose ratio change, negative = inhibition, actives largely listed as inhibitors. 200,000 tested, 0.01% active; active means well fitted inhibition curve with a large enough effect in the signal ratio, with a control signal flat, not every such curve was filed as active; inconclusive means small, poorly fitted or top-dose-only effect, or effect the other way, or a change in a side signal; the % refers to the signal ratio
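Read-out is the ratio of GFP to DsRed2 object intensity, acquired by 488 nm laser-scanning cytometry on HeLa lamin A-EGFP minigene reporter cells. Compound incubation 48 hrs at 37 °C in Opti-MEM with 2% FBS; DMSO 0.5% final.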
The depositor's hits bear a star; ? = inconclusive; [ ] = dose if it differs, or a comment. On the % scale 0 is the no-effect control and ±100 the full control effect; potency means the concentration at half of the fitted maximal effect.

Lamin A splicing	Compound
12%[46 µM]	COc1cccc(CNC(=O)c2cnc(N3CCCCC3)c3ccccc23)c1
?	O=C(NCCc1ccc(Cl)cc1)c1ccc(CSCc2cccc(Cl)c2)o1
-24%[46 µM]	CCn1c2c(c(=O)n3ncc(C(=O)Nc4cc(Cl)ccc4C)c13)CN(Cc1ccc(OC)cc1)CC2
?	O=C(Nc1ccc(Br)cc1)c1ccc(Br)c(S(=O)(=O)N2CCCCC2)c1
-24%[46 µM]	CC(C)NC(=O)Cn1c(=O)nc(-c2ccccc2F)c2cc(Cl)ccc21
-10%[46 µM]	Cc1nc(-c2ccc(F)cc2)sc1CCNC(=O)c1ccc(C(C)(C)C)cc1
?	Cc1nc2ccn(Cc3cccnc3)c(=O)c2cc1C(=O)NCc1ccc(Cl)cc1
-10%[46 µM]	CCOc1cccc(C2c3[nH]c4ccccc4c3CCN2C(=O)CCC2CCCC2)c1 (stereo not given)
-14%[46 µM]	Cc1ccc(C)c(CSc2nnc3[nH]c(=O)cc(C)n23)c1
8%[46 µM]	Cc1cc(C)c(NC(=O)CSc2nc3c([nH]c4ccccc43)c(=O)n2C)c(C)c1
-10%[46 µM]	COc1cc(NC(=O)CN(C)S(=O)(=O)c2ccc3c(c2)CCCC(=O)N3)cc(OC)c1OC
?	COc1ccc(-n2ncc(C(=O)NCc3ccco3)c2C2CCN(C(=O)OC(C)(C)C)CC2)cc1
-10%[46 µM]	COc1ccc(C)c2sc(NC(=O)c3ccc(S(=O)(=O)N4CCCCC4)cc3)nc12
15%[46 µM]	CCOc1ccc(OCC)c(NS(=O)(=O)c2cc(-c3cnc(C)o3)ccc2OC)c1
-15%[46 µM]	COc1cccc(NC(=O)c2cc3c(=O)n(Cc4cccnc4)ccc3nc2C)c1

Further records follow.
Lamin A splicing	Compound
3%[46 µM]	CCOc1ccc(Sc2cc(C(=O)NCCCOC)c3ccccc3n2)cc1
1%[46 µM]	COc1ccc(C)cc1NS(=O)(=O)c1ccc2c(c1)CCCN2C(C)=O
28%[46 µM]	O=C(CSc1nc2c([nH]c3ccccc32)c(=O)n1-c1ccc(F)cc1)NCc1ccc(F)cc1
1%[46 µM]	CCc1ccccc1NS(=O)(=O)c1ccc2[nH]cc(C(=O)N(CC(C)C)CC(C)C)c(=O)c2c1
-11%[46 µM]	CCOC(=O)N1CCc2c(sc(NCc3cccc(F)c3)c2C(=O)Nc2ccc(OC)cc2OC)C1
?	CCN(CC)C(=O)c1sc2c(c1C)c(=O)n(-c1ccc(C)c(C)c1)c(=O)n2Cc1cc(=O)n2ccccc2n1
?	Cc1cc(C)cc(NC(=O)c2cnc3sc(N4CCCC4)nn3c2=O)c1
9%[46 µM]	CC(C)Cn1cc(NC(=O)N2CCN(c3ccc(F)cc3)CC2)c2ccccc2c1=O
-25%[46 µM]	CC1(C)C(=O)N(CC(=O)Nc2ccc(Br)cc2F)c2ccccc21
-7%[46 µM]	CCC(=O)N1c2ccccc2CC1C(=O)NCCc1ccc(Cl)cc1 (stereo not given)
0%[46 µM]	CCOC(=O)c1c(S(=O)(=O)NCC(=O)N2CCN(c3cc(C)ccc3C)CC2)c(C)n(C)c1C
-15%[46 µM]	COC(=O)c1sc2cccc(F)c2c1S(=O)(=O)Nc1cc(C)c(Cl)cc1OC
-2%[46 µM]	COc1ccc(N2CC(NC(=O)COc3ccccc3C)CC2=O)cc1OC (stereo not given)
?	COc1cn(CC(=O)Nc2cc(C)ccc2C)c(CN2CCCCC2)cc1=O
4%[46 µM]	CCn1nc(C)c(CCN(C)C(=O)Nc2cccc(Cl)c2C)c1C

Part of the list above in order of length of the SMILES, falling:
Lamin A splicing	Compound
0%[46 µM]	CCOC(=O)c1c(S(=O)(=O)NCC(=O)N2CCN(c3cc(C)ccc3C)CC2)c(C)n(C)c1C
?	COc1ccc(-n2ncc(C(=O)NCc3ccco3)c2C2CCN(C(=O)OC(C)(C)C)CC2)cc1
3%[46 µM]	CCOc1ccc(Sc2cc(C(=O)NCCCOC)c3ccccc3n2)cc1
4%[46 µM]	CCn1nc(C)c(CCN(C)C(=O)Nc2cccc(Cl)c2C)c1C

(continued)
Lamin A splicing	Compound
?	O=C(NCC(c1ccc2c(c1)OCO2)N1CCN(c2ccccc2F)CC1)c1ccccc1F (stereo not given)
8%[46 µM]	COc1ccc(N2C(=O)CSC23C(=O)N(CC(N)=O)c2ccccc23)cc1 (stereo not given)
-5%[46 µM]	Cn1c(=O)oc2cc(S(=O)(=O)CCC(=O)N3CCN(c4ccccc4F)CC3)ccc21
?	Cc1cc(Nc2nc3ccccc3c3nnc(C)n23)ccc1Br
?	Cc1cccc(-c2cc(NC(=O)COc3ccccc3F)n(-c3ccccc3)n2)c1
-4%[46 µM]	CCn1nc(C)c(CCN(C)C(=O)Nc2ccc(C)c(Cl)c2)c1C
?	Cc1ccc(C)c(N2CCN(S(=O)(=O)c3cc(C(=O)Nc4ccccc4C(F)(F)F)ccc3F)CC2)c1
8%[46 µM]	COc1ccc(C(=O)Nc2ccc(C(=O)OCc3cc(=O)n4nc(C(C)C)sc4n3)cc2)cc1
6%[46 µM]	Cc1nc(N2CCCC2)c2c(C(=O)N3CCN(c4cccc(C)c4C)CC3)c(C)oc2n1
16%[46 µM]	CCN(CC)CCCNC(=O)c1c(C)oc2ncnc(N3CCOCC3)c12
-2%[46 µM]	CC(C)CC(=O)NCc1nc2cccnc2n1Cc1ccccc1
28%[46 µM]	Cc1ccc(C)c(NC(=O)CSc2ccc3nc(-c4ccccc4)cn3n2)c1
-5%[46 µM]	CCCCN1C(=O)CN(C2CCCCCC2)C(=O)C1c1ccc(OC(C)C)c(OC)c1 (stereo not given)
3%[46 µM]	COc1cccc(-n2c(=O)c3c(C)c(C(=O)N(C)C)sc3n(CC(=O)Nc3ccc(C)cc3Cl)c2=O)c1
-1%[46 µM]	Cc1nc(C)c(-c2ccc(SCC(=O)Nc3ccc(F)c(F)c3)nn2)s1

By substructure: those above with a furan ring, fused or not
Lamin A splicing	Compound
?	O=C(NCCc1ccc(Cl)cc1)c1ccc(CSCc2cccc(Cl)c2)o1
?	COc1ccc(-n2ncc(C(=O)NCc3ccco3)c2C2CCN(C(=O)OC(C)(C)C)CC2)cc1
6%[46 µM]	Cc1nc(N2CCCC2)c2c(C(=O)N3CCN(c4cccc(C)c4C)CC3)c(C)oc2n1
16%[46 µM]	CCN(CC)CCCNC(=O)c1c(C)oc2ncnc(N3CCOCC3)c12

(continued)
Lamin A splicing	Compound
-14%[46 µM]	Cn1nnc2c(N3CCN(c4ccccc4Cl)CC3)ncnc21
?	COc1cc(NC(=O)N2CCC3(CC2)Nc2cc(F)ccc2-n2cccc23)cc(OC)c1OC
1%[46 µM]	COc1ccccc1CNC(=O)Cn1nc(C)c2nn(-c3ccc(Cl)cc3)c(C)c2c1=O
-11%[46 µM]	COCCc1nn2c(=O)cc(COC(=O)c3ccc(OC)c(OC)c3)nc2s1
?	O=C(NCC(c1cccs1)S(=O)(=O)c1cccs1)c1ccc(Cl)cc1 (stereo not given)
?	COc1cccc(NS(=O)(=O)c2ccc3c(c2)CCCN3C(=O)C2CCC2)c1
4%[46 µM]	Cc1nn(CC(=O)NCCc2ccccc2)c(=O)c2nn(-c3ccccc3)c(C)c12
?	O=C(Nc1nc2c(F)cc(F)cc2s1)c1ccc(S(=O)(=O)N2CCc3ccccc32)cc1
-18%[46 µM]	Cc1cccc(-n2ncc(C(=O)N3CCN(c4ccc(Cl)cc4)CC3)c2C2CCN(C(=O)OC(C)(C)C)CC2)c1
-19%[46 µM]	COc1ccc(NC(=O)C2CCCN(S(=O)(=O)c3ccc4c(c3)CCCC(=O)N4)C2)c(OC)c1 (stereo not given)
?	CCc1ccccc1NS(=O)(=O)c1ccc2c(c1)CCCN2C(=O)C1CCC1
?	COc1ccc(-n2cc(C(=O)Oc3cc(C)cc(C)c3)c3ccccc3c2=O)cc1
9%[46 µM]	CCOC(=O)c1cc(-c2ccccc2)n(-c2cccc(C(=O)Nc3cccc(C(C)=O)c3)c2)c1C
?	CCOc1cc(-c2nnc(SCC(=O)NCc3ccccc3)nc2-c2ccc(OC)c(OCC)c2)ccc1OC
2%[46 µM]	Cc1ccc(C)c(CN2C(=O)N(c3cc(Cl)ccc3C)S(=O)(=O)c3ccccc32)c1

Next structures follow:
Lamin A splicing	Compound
?	COc1ccc(F)cc1S(=O)(=O)NCCc1sc2nc(-c3ccc(F)cc3)nn2c1C
?	CCOc1ccc(C(=O)OCc2cc(=O)n3nc(C(C)C)sc3n2)cc1
?	CC(C)c1ccc(NC(=O)CSc2nc3ccccc3nc2Cc2ccccc2)cc1
18%[46 µM]	CCOC(=O)c1ccc(NC(=O)CCS(=O)(=O)c2ccc(C)cc2)cc1
?	COc1ccc(C2=C(C(C)=O)Sc3nnc(-c4ccccc4)n3N2C(C)=O)cc1
2%[46 µM]	COc1cn(CC(=O)Nc2cccc(C)c2C)c(CN2CCCCC2)cc1=O
?	Cc1ccc(Cl)cc1-n1ncc2c(N3CCN(Cc4ccccc4)CC3)ncnc21
?	Cc1ccc(Cl)cc1N1CCN(C(=O)c2cccn3c(=O)c4cc(Cl)ccc4nc23)CC1
3%[46 µM]	CCN(C(=O)c1oc2ccc(S(=O)(=O)N3CCCCCC3)cc2c1C)c1ccccc1
?	O=C(CSc1nc2c([nH]c3ccccc32)c(=O)n1-c1ccc(F)cc1)NC1CCCCC1
-9%[46 µM]	CCOC(=O)C(C)NC(=O)c1c2c(nc3ccccc13)C(=O)N(C1CCCCC1)C2 (stereo not given)
-6%[46 µM]	CC(=O)c1ccc(S(=O)(=O)Nc2cccc(-c3ccc(N4CCCCCC4)nn3)c2)cc1
-15%[46 µM]	CCOc1ccccc1CNC(=O)c1cc2c(=O)n(Cc3ccccc3)ccc2nc1C
-5%[46 µM]	COc1ccccc1Cc1nc2ccccc2nc1SCC(=O)N1CCN(c2ccccc2)CC1
6%[46 µM]	CCc1cccc(C)c1NC(=O)Cn1c(=O)cc(C)c2c(C)nn(-c3cccc(F)c3)c21

Continued.
Lamin A splicing	Compound
?	CCc1sc(Nc2cccc(C)c2)nc1-c1cc2cccc(OC)c2oc1=O
?	CCc1ccccc1NC(=O)C1CCN(C2=NS(=O)(=O)C(c3ccc(C)c(C)c3)=C2C)CC1
5%[46 µM]	Cc1ccc(Nc2sc(C(=O)c3ccccc3)c(N)c2C(=O)Nc2ccc(Cl)cc2)cc1
2%[46 µM]	CCOC(=O)c1cc(S(=O)(=O)NCc2ccc(C)cc2)[nH]n1
6%[46 µM]	Cc1ccc(-n2ncc(C(=O)N3CCc4ccccc4C3)c2C2CCN(C(=O)OC(C)(C)C)CC2)cc1C
-12%[46 µM]	Cc1oc2ncn(CC(C)C)c(=O)c2c1C(=O)NCCc1ccccc1
-4%[46 µM]	O=C(CCC1N=C2c3ccccc3N=C(SCC(=O)Nc3ccc(F)cc3)N2C1=O)NCc1cccs1 (stereo not given)
-2%[46 µM]	COc1cc(NC(=O)c2nnn(CC(=O)Nc3cc(C)ccc3C)c2N)cc(OC)c1
6%[46 µM]	CCc1ccccc1NC(=O)CCn1cccn1
15%[46 µM]	CCNC(=O)C1CCN(S(=O)(=O)c2ccc3c(c2)CCCN3C(C)=O)CC1
-2%[46 µM]	CC(C)(C)c1ccc(C(=O)NC(Cc2c[nH]c3ccccc23)C(=O)OCC(=O)c2ccccc2)cc1 (stereo not given)
-24%[46 µM]	COc1ccccc1CNC(=O)CSC1=Nc2ccccc2N=C(c2ccc(F)cc2)C1
-3%[46 µM]	Cc1cccc(OCC(=O)Nc2ccccc2C(=O)OCc2cc(=O)n3nc(C)sc3n2)c1
?	COC(=O)c1cc(C)nc2c1c(=O)nc(SCc1cccc(C)c1)n2C1CC1
11%[46 µM]	COc1ccc2nc(N(Cc3cccnc3)C(=O)c3ccco3)sc2c1

Continued.
Lamin A splicing	Compound
2%[46 µM]	Cc1ccc(-n2ncc(C(=O)NCCN3CCN(C)CC3)c2C2CCN(C(=O)OC(C)(C)C)CC2)c(C)c1
?	COc1ccc(CNc2ncnc3onc(-c4ccc(F)cc4)c23)cc1
4%[46 µM]	CCOCCCn1c(SCC(=O)NCCCOC)nc2c(sc3ccccc32)c1=O
-8%[46 µM]	CCOC(=O)c1c(C)oc2nc(C)nc(NCCCN3CCN(c4cc(C)ccc4C)CC3)c12
?	COc1ccc(NC(=O)C2(c3cccs3)CCOCC2)cc1Cl
?	COC(=O)c1ccccc1NC(=O)c1ncoc1-c1ccco1
2%[46 µM]	Fc1cccc(NCc2cccn2-c2nnc(N3CCOCC3)s2)c1
4%[46 µM]	O=C(c1cc2ccc3cccnc3c2[nH]1)N1CCN(c2ccc(Cl)cc2)CC1
?	COc1ccc(NC(=O)Cn2c(=O)oc3cc(S(=O)(=O)NC(C)C)ccc32)cc1OC
-11%[46 µM]	Cc1ccc(-n2ncc3c(NCc4ccccc4)ncnc32)cc1Cl
?	CC1CCc2onc(C(=O)N3CCN(c4cccc(C(F)(F)F)c4)CC3)c2C1 (stereo not given)
?	Cc1ccccc1Nc1sc(C(=O)c2ccc3c(c2)OCO3)c(N)c1S(=O)(=O)c1ccccc1
4%[46 µM]	COC(=O)c1ccc(Cl)cc1NC(=O)NCCc1c(C)nn(C)c1C
-9%[46 µM]	Cc1cccc(NC(=O)c2cc(S(=O)(=O)NCCc3ccccc3)ccc2F)c1C

Some of the entries above, reformatted.
SMILES: COc1ccc(-n2ncc(C(=O)NCc3ccco3)c2C2CCN(C(=O)OC(C)(C)C)CC2)cc1
  Lamin A splicing = ?
SMILES: COc1ccc(C)c2sc(NC(=O)c3ccc(S(=O)(=O)N4CCCCC4)cc3)nc12
  Lamin A splicing = -10%[46 µM]

This is a subset. The share of hits here may be higher or lower than overall.
